# TrxR1 substrate: rat thioredoxin reductase 1 substrate activity; O89049; hit rate 0.01% among 390,000; Potency, µM (highest dose often 114 µM), inactives show at the top dose activity change, negative = substrate turnover; purified TrxR1 substrate turnover, NADPH consumption readout; also: potency is read from the fitted curve at half-maximal effect; % is scaled to controls: 0 for no effect and ±100 for the full control effect; nearly all actives have a fitted effect of over 50% in size
# Target sequence (O89049 whole entry, looked up): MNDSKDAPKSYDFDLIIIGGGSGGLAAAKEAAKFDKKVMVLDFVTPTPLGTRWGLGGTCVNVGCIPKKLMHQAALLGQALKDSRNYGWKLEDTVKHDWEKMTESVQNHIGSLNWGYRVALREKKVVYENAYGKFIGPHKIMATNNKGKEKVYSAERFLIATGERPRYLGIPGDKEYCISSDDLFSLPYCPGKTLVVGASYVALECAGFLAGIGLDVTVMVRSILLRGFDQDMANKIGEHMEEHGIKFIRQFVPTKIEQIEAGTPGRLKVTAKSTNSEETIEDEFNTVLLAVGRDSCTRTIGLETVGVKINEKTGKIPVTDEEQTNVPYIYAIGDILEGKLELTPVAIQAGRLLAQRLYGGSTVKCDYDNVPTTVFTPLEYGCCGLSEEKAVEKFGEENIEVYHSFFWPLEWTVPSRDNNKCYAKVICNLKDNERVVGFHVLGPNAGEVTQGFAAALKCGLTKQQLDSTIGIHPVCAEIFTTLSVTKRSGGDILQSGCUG
#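 Rat TrxR1, dispensed at 90 nM, was prereduced with 400 uM NADPH (final) for 5 min at ~22 deg C, then incubated with compound 15 min before 400 uM selenite. A first-read NADPH fluorescence drop versus no-compound background flagged substrates.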
# RGS4 inh: blocks human RGS4-accelerated GTP hydrolysis; P49798; Transcreener GDP fluorescence polarization, RGS4-accelerated GTP hydrolysis; Potency, µM (top dose mostly 114 µM), for the others: at the top dose activity change, negative = inhibition, usual class: inhibitors; hit rate 0.039% among 390,000; AID 504845; also: potency is read from the fitted curve at half-maximal effect; % is scaled to controls: 0 for no effect and ±100 for the full control effect; nearly all actives have a fitted effect of over 75% in size; some results filed as inactive show a strong effect at the top dose
#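 MLSMR compounds (23 nl, pin-transferred) preincubated 10 min at room temperature with a 500nM (2x) first reagent, then RGS4 at 900nM (2x) plus Transcreener GDP mix added; fluorescence polarization (620/688 nm) read before and after 90 min at 30 °C.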
# mIDH1 inhibitor: blocks human mutant IDH1 R132H enzyme; IDH1-R132H enzyme, NADPH consumption, diaphorase/resazurin fluorescence; Potency, µM (titrated, usually from 76.6 µM), inactives show at the highest dose activity change, negative = inhibition, most hits filed as inhibitors; hit rate 0.093% among 390,000; AID 602179; also: potency is read from the fitted curve at half-maximal effect; % is scaled to controls: 0 for no effect and ±100 for the full control effect; nearly all actives have a fitted effect of over 65% in size
# Target sequence (O75874 whole entry R132H, stated change not applied): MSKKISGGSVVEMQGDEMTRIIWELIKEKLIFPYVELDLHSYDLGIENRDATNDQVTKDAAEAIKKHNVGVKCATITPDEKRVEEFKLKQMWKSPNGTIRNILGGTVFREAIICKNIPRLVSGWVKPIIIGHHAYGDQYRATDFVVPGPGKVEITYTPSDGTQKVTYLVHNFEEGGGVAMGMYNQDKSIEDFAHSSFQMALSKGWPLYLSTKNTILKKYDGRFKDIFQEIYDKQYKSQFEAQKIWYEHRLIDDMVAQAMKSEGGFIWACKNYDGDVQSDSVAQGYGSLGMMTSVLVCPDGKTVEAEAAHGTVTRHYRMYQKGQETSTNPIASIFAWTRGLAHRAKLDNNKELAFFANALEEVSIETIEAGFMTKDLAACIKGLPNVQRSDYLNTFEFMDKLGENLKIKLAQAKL
#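 IDH1-R132H (0.5 ug/mL dispensed) in pH 7.5 Tris buffer was preincubated 30 min with compound, then given a substrate mix of 0.016 mM NADPH and 2 mM alpha-KG for 80 min at room temperature; remaining NADPH was read by diaphorase/resazurin fluorescence.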
# Vif-A3G inh: blocks the Vif interaction with human APOBEC3G; HeLa A3G-eYFP + Vif (tagged APOBEC3G with the HIV-1 protein that degrades it), YFP fluorescence, overnight; Potency, µM (series often up to 46.1 µM), without a hit: top-dose activity, negative = active, actives largely listed as inhibitors; hit rate 0.076% among 410,000; AID 602310;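 also: potency is read from the fitted curve at half-maximal effect; % is scaled to controls: 0 for no effect and ±100 for the full control effect; nearly all actives have a fitted effect of over 60% in size; hits raise eYFP signal because A3G escapes Vif-driven loss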
#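 HeLa cells stably expressing Vif and C-terminally eYFP-tagged A3G, seeded overnight at 37 deg C, then exposed to compound by pintool overnight at 37 deg C. Rise in yellow fluorescence (Ex 488/Em 500-530, Acumen) marks blocked Vif-driven A3G degradation.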
# USP1-UAF1 inh: USP1/UAF1 (human) deubiquitinase inhibition; recombinant USP1/UAF1, Ub-Rhodamine cleavage fluorescence; Potency, µM (top dose mostly 57.1 µM), without a hit: at the highest dose activity change, negative = inhibition, hits mostly inhibitors; hit rate 0.23% among 390,000; AID 743255; also: potency is read from the fitted curve at half-maximal effect; % is scaled to controls: 0 for no effect and ±100 for the full control effect; nearly all actives have a fitted effect of over 60% in size; inactives centre near -12
#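 High-throughput fluorogenic screen: 1nM USP1/UAF1 complex, Ub-Rho substrate 150nM final, 50mM HEPES pH 7.8 with 0.5mM EDTA, 0.1 mg/ml BSA, 1mM TCEP and 0.01% Tween-20.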
# Vif-A3F inh: inhibitors of Vif-A3F interaction | HeLa A3F-eYFP + Vif (tagged APOBEC3F with the HIV-1 protein that degrades it), YFP fluorescence increase | AID 602313 | hit rate 0.2% among 390,000 | Potency, µM (titrated, usually from 46.1 µM), for the others: at the highest dose activity, negative = active; also: potency is read from the fitted curve at half-maximal effect; % of control where 0% means no effect; nearly all actives have a fitted effect of over 65% in size
#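 HeLa cells stably expressing Vif plus C-terminally eYFP-tagged A3F were seeded, incubated overnight at 37 deg C, dosed with compound, incubated overnight again at 37 deg C. Yellow fluorescence (Ex 488/Em 500-530) reported blocked Vif-mediated A3F-eYFP degradation.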
# LDHA inh: LDHA (human) enzyme inhibition; AID 1347041; activity change, % (values are at about 110 or 230 µM); P00338; hit rate 0.15% among 480,000; purified LDHA, NADH/diaphorase-resazurin fluorescence; stronger effect = lower value; in the data active = activity change below about -30%; inconclusive = mostly about -25% to -30%;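 also: plate controls were DMSO wells for no effect and wells without enzyme for full effect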
#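 Human LDH5 (2 nM) was incubated with 0.06 mM NADH and 0.2 mM pyruvate for 5 min at room temperature in Tris pH 7.4. Remaining NADH was coupled through diaphorase/resazurin, and resorufin fluorescence was read at 0 and 20 min.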
# TrxR1 inh: inhibitors of rat thioredoxin reductase 1 | O89049 | recombinant rTrxR1, NADPH fluorescence consumption, selenite substrate | Potency, µM (highest dose often 114 µM), inactives show at the highest dose activity change, negative = inhibition, usual class: inhibitors | hit rate 1% among 390,000; also: potency is read from the fitted curve at half-maximal effect; % is scaled to controls: 0 for no effect and ±100 for the full control effect; nearly all actives have a fitted effect of over 65% in size
#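 Rat TrxR1 (90 nM in the dispensed reagent) was pre-reduced with 400 uM NADPH for 5 min at room temperature, then incubated with compound for 15 min. After 400 uM selenite was added, NADPH fluorescence (Ex 340/Em 450 nm) was followed for 8 min.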
# Glioma ERSR ind: ER stress response induction in glioma; Potency, µM, for the others: at the highest dose activation, actives largely listed as activators; hit rate 0.02% among 420,000; U87-MG GRP78 promoter luciferase reporter, 16 h; also: potency is read from the fitted curve at half-maximal effect; series mostly up to about 76 µM; % of control where 0% means no effect; nearly all actives have a fitted effect of over 35% in size
#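 ERSR induction read as luciferase luminescence (Bright-Glo, 10 min at room temperature) in stably transfected human U87-MG glioma cells exposed to compounds for 16 h, using GRP78 as sensor.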
# Active calls of the source: *; u = inconclusive; x = no result given; & = joins results of further samples; [ ] = another dose, or the depositor's remark. Unless noted, calls follow the shape of the dose curve; as a rule, active = well fitted curve in the direction sought with a large enough effect; inconclusive = small, poorly fitted or top-dose-only effect, or another doubt; inactive = no such curve, though single readings can be large; an effect the other way counts as inactive or inconclusive. A portion of the library; count on the stated rates, not on these rows.
SMILES,TrxR1 substrate,RGS4 inh,mIDH1 inhibitor,Vif-A3G inh,USP1-UAF1 inh,Vif-A3F inh,LDHA inh,TrxR1 inh,Glioma ERSR ind
CC(=O)N1C(=O)C2(Nc3ccccc3N2)c2ccccc21,5.4%[57.1 µM],2.2%,0.5%,1.6%,-1.4%,-4.3%,-1.9,2.0%[57.1 µM],-3.6%
O=C1CCCCCCCN1Cc1ccccc1,-2.1%,5.1%,-22.1%,-2.1%,-20.7%,-2.7%,-18.5,14.7%,-2.2%
Cc1noc(COc2ccc(OCc3nc(C)no3)cc2)n1,-0.4%[57.1 µM],-3.5%,-2.3%,0.9%,-13.2%,-3.0%,-1.5,9.6%[57.1 µM],0.7%
COc1ccc(C(C[N+](=O)[O-])c2c(-c3ccccc3)cc3ccccn23)cc1OC (stereo not given),-5.3%,-25.7%[11.4 µM],3.8%,-13.5%,-13.3%,-27.6%,3.7,15.8µM*,-0.4%
O=C(COC(=O)/C=C/c1ccccc1[N+](=O)[O-])Nc1ccc(OCc2ccccc2)cc1,3.4%,-0.9%,-2.2%,-3.1%,-18.3%,-5.8%,-10.3,17.1%,7.6%
CNc1nc(-c2ccc3c(c2)CCN3C(=O)c2ccccc2F)c(C)s1,-6.5%,-25.4%,-3.1%,1.0%,-5.4%,-9.7%,-9.5,-6.7%,-0.1%
O=C(O)c1ccc(N=NN2CCCCCC2)cc1,-20.3%,-20.4%,-4.8%,-5.0%,-4.5%,-2.6%,-18.7,-12.7%,-7.9%
CC(/C=N/NC(=O)c1cc(-c2ccccc2)nc2ccccc12)=C\c1ccco1,-9.0%,-28.9%,1.0%,u,-16.0%,-21.0%,1.0,-27.6%,-4.5%
CC(C)(C)OC(=O)NC(Cc1ccccc1)C(=O)N1CCCC1C(=O)O (stereo not given),4.1%,10.9%,6.7%,-6.5%,-19.2%,1.8%,0.8,20.6%,-2.2%
Cn1c(=O)c2c(nc(CCC3CCCC3)n2C)n(C)c1=O,-8.6%,-40.7%,4.4%,-0.6%,-8.6%,0.0%,-3.3,-15.1%,-4.8%
CN1C(=O)CSC1=Nc1ccc(F)cc1,-5.7%[57.1 µM],-37.0%,3.0%,2.1%,-17.4%,2.9%,-4.3,5.7%[57.1 µM],-6.8%
Cc1nc(NCC2CCCO2)nc2c1C(=O)CC(C)C2 (stereo not given),6.1%[57.1 µM],-9.9%,-1.4%,0.2%,-1.8%,-8.5%,-13.1,3.2%[57.1 µM],-2.4%
O=C(CCC1CCCC1)N1CCC(N2CCCCCC2)CC1,8.4%[57.1 µM],-6.7%,4.0%,0.2%,-19.0%,-25.0%,-14.2,12.2%,-2.4%
CC1NC(=O)N(C)[C@@H]2NC(=O)N(C)C(c3ccc([N+](=O)[O-])cc3)[C@@H]12 (stereo not given in full),10.3%[57.1 µM],10.5%,-4.8%,6.5%,-18.2%,-0.6%,-3.1,23.0%[57.1 µM],-1.4%
CC(=O)c1c(N2CCN(C)CC2)nc(=S)n(Cc2ccccc2)c1C,-7.2%,3.9%,-9.2%,-5.2%,-12.7%,0.7%,-6.9,0.1%,-0.3%
COc1ccc(C(=O)N/C(=C\c2ccc3c(c2)OCO3)C(=O)N2CCOCC2)cc1,-2.5%,-9.8%,-2.3%,2.4%,-12.0%,-16.6%,0.2,9.6%,-1.6%
O=C1COc2ccc(OCc3ccc(F)cc3)cc21,-3.4%,-17.0%,8.0%,-1.9%,-6.2%,-5.0%,-7.0,14.1%,0.1%
CCN(CC)C(=O)Cn1cc(S(=O)(=O)CC(=O)Nc2cc(C)on2)c2ccccc21,5.7%,-12.9%,1.6%,-0.7%,-10.0%,-3.3%,-2.0,9.8%,-4.4%
COC(=O)c1c(C)oc(C)c1S(=O)(=O)Nc1ccc(C(C)C)cc1,2.0%[57.1 µM],12.4%,-2.8%,-1.4%,2.6%,-4.2%,-2.8,5.8%[57.1 µM],0.8%
CCOC(=O)C1(CC2CCCCO2)CCN(S(=O)(=O)c2ccccc2)CC1 (stereo not given),-3.1%,3.8%,-3.6%,-0.6%,-0.7%,-10.4%,-2.4,4.1%,-4.6%
Cc1nn(C)cc1CN(C)C(=O)c1sc2cccc(Cl)c2c1Cl,-4.3%,10.7%,5.0%,-7.5%,-10.3%,5.3%,-6.8,-4.6%,-3.2%
COc1ccc(-n2cc(C(=O)OCc3ccc(Cl)cc3)c3ccccc3c2=O)cc1,3.3%[57.1 µM],u,0.3%,-1.9%,4.4%,-7.9%,1.0,21.3%[57.1 µM],1.5%
O=C(CN1CCN(S(=O)(=O)c2ccc(F)cc2)CC1)Nc1cccc(C(F)(F)F)c1,-16.4%,7.4%,5.2%,2.0%,-21.1%,3.2%,3.4,-21.6%,-3.1%
CCCCOc1ccc(CN(C)c2ncnc(N)n2)cc1,6.1%,-10.7%,8.4%,-28.3%,-14.6%,-9.3%,-4.9,11.4%,2.2%
Cc1ccc(O)c(Nc2c3ccccc3nc3ccccc23)c1,28.7%[57.1 µM],-8.1%,0.4%,4.3%,-7.3%,u,2.6,6.0%,-4.9%
Cc1ccc(COC(=O)c2cc(S(=O)(=O)N3CCCCC3)ccc2N2CCOCC2)cc1,0.9%[57.1 µM],-1.1%,3.0%,1.1%,-18.2%,u,-7.0,19.1%[57.1 µM],-0.6%
Cc1ccc(C(C)C)c(OCC(=O)Nc2cccc(NC(=O)c3ccco3)c2)c1,-7.9%,1.5%,0.0%,-7.4%,-5.2%,2.7%,-8.6,-3.4%,-3.2%
Cc1c(Cl)cccc1NC(=S)N1CCN(C(=O)c2ccco2)CC1,-11.7%,-11.6%,7.5%,-1.0%,-10.3%,5.3%,-3.5,-19.8%,-2.7%
CCOCCOCCC(C(=O)OCC)P(=O)(c1ccccc1)c1ccccc1 (stereo not given),1.6%[57.1 µM],5.2%,0.3%,1.0%,-12.2%,0.0%,-5.0,-1.6%[57.1 µM],1.4%
CC(=C/C(=O)O)/C=C/c1cccs1,-17.1%,-30.3%,5.6%,-0.8%,-23.2%,-2.4%,-6.4,-12.3%,-5.4%
COc1ccc(NC(=O)Cn2cc(S(=O)(=O)c3ccc(C)cc3)c(=O)c3ccccc32)cc1OC,-2.3%,3.5%,10.4%,4.4%,-13.6%,-3.0%,4.1,1.8%,-1.1%
COc1ccc(N2CCN(C(c3ccccc3)c3nnc(-c4ccccc4Cl)o3)CC2)cc1 (stereo not given),1.2%[57.1 µM],-14.2%,0.0%,1.9%,-10.7%,4.8%,1.1,3.5%[57.1 µM],-2.3%
CCOC(=O)C1=C(C)N(c2ccccc2)C(=O)/C1=C\c1cccs1,-16.8%,4.9%,-6.1%,-3.7%,0.9%,-22.9%,-11.4,-24.4%,-2.2%
O=C(CSc1nnc(-c2ccc(Br)o2)n1Cc1ccccc1)c1ccccc1F,-6.0%,-45.3%,2.0%,1.5%,-13.4%,x,1.7,u,-0.7%
O=C(CSc1nnc(-c2ccccc2Br)o1)Nc1nncs1,7.6%[57.1 µM],11.5%,12.7%,-0.3%,-3.8%,3.0%,-8.8,16.5%[57.1 µM],5.4%
C=CCn1c(SCc2ccc(C(=O)NCCO)cc2)nc2sc(C)c(C)c2c1=O,-7.7%,-33.3%,-3.0%,0.5%,-19.0%,5.0%,-3.4,21.8%[57.1 µM],-1.6%
COc1ccc(S(=O)(=O)N2CCC(C(=O)NC3CC3)CC2)cc1,4.1%,-13.8%,4.3%,0.3%,u,-10.1%,-5.1,13.5%,-1.3%
COc1ccc(-c2cc(C)no2)cc1S(=O)(=O)N1CCN(c2cccc(C)c2)C(C)C1 (stereo not given),4.2%,-15.2%&24.8%,2.9%&1.7%,-16.8%&-8.7%,u,0.0%&4.6%,0.7&-4.1,18.4%,-2.5%&-4.5%
Cc1ccc(OCCOc2ccc(Cl)cc2Cl)c([N+](=O)[O-])n1,-11.5%,-19.7%,9.4%,-6.1%,-23.2%,-10.1%,2.4,-10.2%,3.8%
COc1ccccc1N1CCN(C(=O)Cn2nnc(-c3cccs3)n2)CC1,-9.7%,-3.0%,1.0%,-0.5%,-24.6%,-8.5%,-0.4,12.1%,-1.1%
CSC1=NCCN1C(=O)c1c(F)cccc1F,-6.0%,-9.6%,-1.3%,2.2%,2.8%,3.0%,-2.0,-4.1%,-2.9%
C=CCN1C(=O)/C(=C\c2cccc(OC(=O)c3ccco3)c2)SC1=S,-7.4%,-19.3%,-8.3%,-1.4%,u,12.3%,-5.7,-21.1%,0.2%
CCC(C)OC(=O)/C(C#N)=C\c1ccc(-c2cccc(C(F)(F)F)c2)o1 (stereo not given),0.1%,-18.0%,13.7%,5.4%,u,-3.7%,-10.4,6.8%,-2.1%
CCn1c(=O)n(C)c2c(=O)n(C)c(=O)n(C)c21,0.1%,18.2%,5.8%,0.3%,0.4%,8.7%,-0.5,1.3%,-2.4%

# Source: PubChem BioAssay (National Center for Advancing Translational Sciences (NCATS))
